Source: PubChem
ELG1 repair inh – qHTS screen for small molecules that inhibit ELG1-dependent DNA repair in human embryonic kidney (HEK293T) cells expressing luciferase-tagged ELG1 | AID 504467, 2011 | Potency, µM (series often up to 46.1 µM), for the others: at the highest dose activity change, negative = inhibition, hits mostly inhibitors | 330,000 tested, 2.3% active | HEK293T ELG1-luciferase reporter, luminescence, 16 h; DNA damage induced by 5-fluorouridine; note: potency is the fitted concentration of half-maximal effect; % is set by controls: 0 for no effect and ±100 for the full control effect; nearly all actives have a fitted effect of over 55% in size
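HEK293T cells expressing luciferase-tagged ELG1 (2,000/well) received 5-Fluorouridine plus compound or DMSO for 16 hr at 37 °C. Luciferase was read by ONE-Glo luminescence after 30 min at room temperature.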
Mito fusion act – qHTS Assay for Small Molecule Inhibitors of Mitochondrial Division or Activators of Mitochondrial Fusion. S. cerevisiae fusion-defective mutant growth rescue, CellTiterGlo 48 h. Potency, µM (titrated, usually from 46.1 µM), for the others: top-dose growth rescue (activation), most hits filed as activators. 320,000 tested, 0.23% active;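 note: potency is the fitted concentration of half-maximal effect; % of control where 0% means no effect; nearly all actives have a fitted effect of over 45% in size; temperature-sensitive fusion mutants such as fzo1-1 at 37 °C on non-fermentable ethanol glycerol medium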
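Growth-rescue viability read-out: after 48 h at the non-permissive 37C in glycerol/ethanol YPEG, yeast mitochondrial fusion mutants are measured by CellTiterGlo luminescence; compounds (23 nl pinned per well) restoring growth score as division inhibitors or fusion activators.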
Eya2 phos inh – qHTS Assay for Inhibitors of the Phosphatase Activity of Eya2. Potency, µM (top dose mostly 76.9 µM), for inactives: at the highest dose activity, negative = inhibition, hits mostly inhibitors. Protein phosphatase EYA2 (Homo sapiens), O00167. recombinant Eya2, OMFP fluorescence dephosphorylation (OMFP is methylfluorescein phosphate). 330,000 tested, 0.006% active. AID 488837, 2010; note: potency is the fitted concentration of half-maximal effect; % is set by controls: 0 for no effect and ±100 for the full control effect
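Eya2 (0.2 uM) preincubated 10 min at ambient with compound, then OMFP substrate added at 50 uM; 10 min reaction in 50 mM HEPES pH 7.5, 50 mM NaCl, 5 uM MgCl2, 0.05% BSA, 1 mM DTT. Fluorescence read at Ex 485/Em 525 nm.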
A-T KAP1 phos – qHTS Assay for Identifying a Potential Treatment of Ataxia-Telangiectasia | […] A-T fibroblasts, KAP-1 phosphorylation AlphaLISA; neocarzinostatin DNA damage 30 min before lysis | 320,000 tested, 0.19% active | AID 485349, 2010 | Potency, µM (titrated, usually from 57.5 µM), for the others: at the top dose activation, usual class: activators; note: potency is the fitted concentration of half-maximal effect; % of control where 0% means no effect; nearly all actives have a fitted effect of over 45% in size
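ATM-like activity read as KAP-1 phosphorylation via AlphaLISA donor/acceptor antibody pairs after lysis and 6 hr at 25C. Cells were ATM-null patient fibroblasts ([…], hTERT), dosed 60 min, then exposed to the DSB inducer NCS for 30 min.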
KCNH2 3.1 block – qHTS for Inhibitors of KCHN2 3.1: Mutant qHTS; Potassium voltage-gated channel subfamily H member 2, brain isoform KCNH2 3.1 (human); 340,000 tested, 0.95% active; activity change, % (tested at about 1.8 µM); U2OS KCNH2 3.1, thallium flux FluxOr; stronger effect = lower value;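 active = maximum activity change below -70%; inconclusive = maximum activity change from -70% to -50%; inactive = maximum activity change above -50%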;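 note: thallium influx rate constant from kinetic fluorescence after stimulation buffer; % is set by controls: 0 for no effect and ±100 for the full control effect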
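Kinetic fluorescence (2 min after stimulation buffer) measures Tl+ influx through KCNH2 3.1 expressed by viral transduction in U2OS cells; the rate constant is normalized against DMSO controls serving as positive and negative references.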
TRPV1 ag – HTS Assay for Compounds that Act as Agonists of the Vanilloid Receptor 1; activation, % at 8.33 µM; Transient receptor potential cation channel subfamily V member 1 (Homo sapiens), Q8NER1; TRPV1-expressing cells, Fluo-8 calcium influx, agonist mode; 320,000 tested, 0.19% active; in the data active = activation above about 80%; inconclusive = between about 30% and that limit; note: 0% is about no effect
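Cells expressing TRPV1 were dye-loaded with Fluo-8 and read kinetically: 10 s baseline, 3 min after compound (agonist portion), then 2 min after EC20 capsaicin (allosteric enhancer portion). Calcium-bound dye fluorescence at 480/520 nm.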
USP2a inh – qHTS Assay for Inhibitors of Ubiquitin-specific Protease USP2a Using CHOP2 as the Reporter | Ubiquitin carboxyl-terminal hydrolase 2 (Homo sapiens), O75604 | USP2 core, Ub-CHOP2 coupled fluorogenic reporter, 485/531 | Potency, µM (highest dose often 38.3 µM), for inactives: at the top dose activity change, negative = inhibition, hits mostly inhibitors | 330,000 tested, 0.01% active;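 note: potency is the fitted concentration of half-maximal effect; plate controls were DMSO wells for no effect and full inhibition by NEM control for full effect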
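USP2 core (10nM final) preincubated 30min RT with compound in 20mM Tris-HCl pH 8.0, 2mM CaCl2, 2mM beta-mercaptoethanol, 0.05% CHAPS; 25nM Ub-CHOP2 plus 25nM reporter substrate added, fluorescence (Ex485/Em531) read after 60min.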
hERG WT inh – qHTS for Inhibitors of KCHN2 3.1: Wildtype qHTS. activity change, % at 1.84 µM. Voltage-gated inwardly rectifying potassium channel KCNH2 (Homo sapiens), Q12809. U2OS, BacMam KCNH2, thallium flux FluxOr; stronger effect = lower value. 340,000 tested, 0.37% active;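 active = maximum activity change below -70%; inconclusive = maximum activity change between -70% and -50%; inactive = maximum activity change above -50%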; note: % is set by controls: 0 for no effect and ±100 for the full control effect
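U2OS cells were transduced with wild-type KCNH2 virus (2.03 x 10^8 / mL) for 4 h at room temperature, then cultured overnight at 37 C. Thallium flux was read with FluxOr dye. Rate constants were normalized to DMSO controls.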
TCR act – Activators of T cell receptors: qHTS campaign; primary human leukocytes, anti-CD3, IL-2 HTRF, 48 h; Potency, µM (series often up to 9.22 µM), without a hit: at the top dose activation of IL-2 secretion, actives largely listed as activators; 330,000 tested, under 10 active; AID 504894, 2011; note: % of control where 0% means no effect
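1) Mix primary human leukocytes, a-CD3 beads and compound. 2) Incubate 48 hr. 3) Add HTRF IL-2 reagents (a-IL-2-K, a-IL-2-d2).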
TSHR antagonist – Antagonists of the Thyroid Stimulating Hormone Receptor: HTS campaign | Thyrotropin receptor (Homo sapiens), P16473 | TSHR-expressing cells, TSH-stimulated cAMP HTRF, 2 h; stronger effect = lower value | activity change, negative = inhibition, % at 11.5 µM | 330,000 tested, 0.2% active | AID 504810, 2011;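 active = activity change below a set negative limit, meaning inhibition stronger than a set level, cut at about -70% in these data; inconclusive = activity change between two set negative limits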; note: % is set by controls: 0 for no effect and ±100 for the full control effect
Target sequence (P16473 whole entry, looked up): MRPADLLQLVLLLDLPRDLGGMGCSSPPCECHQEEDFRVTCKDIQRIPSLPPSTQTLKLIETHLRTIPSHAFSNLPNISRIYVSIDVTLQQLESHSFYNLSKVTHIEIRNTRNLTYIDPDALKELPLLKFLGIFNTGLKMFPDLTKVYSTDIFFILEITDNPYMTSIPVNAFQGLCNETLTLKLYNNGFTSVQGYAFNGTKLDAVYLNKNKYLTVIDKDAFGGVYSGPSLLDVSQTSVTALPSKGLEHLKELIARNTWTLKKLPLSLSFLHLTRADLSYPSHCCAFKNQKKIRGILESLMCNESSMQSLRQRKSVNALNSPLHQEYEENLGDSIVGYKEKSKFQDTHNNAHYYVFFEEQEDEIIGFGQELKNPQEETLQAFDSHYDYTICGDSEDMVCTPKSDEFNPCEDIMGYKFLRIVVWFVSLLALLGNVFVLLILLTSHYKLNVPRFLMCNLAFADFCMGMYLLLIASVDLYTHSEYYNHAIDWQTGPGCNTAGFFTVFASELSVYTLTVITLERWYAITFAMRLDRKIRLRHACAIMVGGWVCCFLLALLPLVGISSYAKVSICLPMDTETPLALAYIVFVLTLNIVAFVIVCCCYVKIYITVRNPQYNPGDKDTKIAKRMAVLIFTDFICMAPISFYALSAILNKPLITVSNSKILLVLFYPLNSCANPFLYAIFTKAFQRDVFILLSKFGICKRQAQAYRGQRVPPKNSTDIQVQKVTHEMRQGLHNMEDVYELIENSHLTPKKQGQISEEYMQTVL
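Read-out is FRET at 665 nm (cryptate excitation 337 nm) from a cryptate-tagged anti-cAMP antibody, competed by cell cAMP against cAMP-d2. Compounds are tested on freshly harvested TSHR cells challenged with 4nM TSH (EC80) for 2 hours at 37 deg C.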
* marks the source's active call; other numbers are inactive results; i = inactive; ? = inconclusive; · = no result given; [ ] = remark or other dose. Unless noted, calls come from the whole dose curve; as a rule, active = well fitted curve in the direction sought with a large enough effect; inconclusive = small, poorly fitted or top-dose-only effect, or another doubt; inactive = no such curve, though single readings can be large; an effect the other way counts as inactive or inconclusive. These rows are one share of the data; count on the stated rates, not on these rows.

SMILES	ELG1 repair inh	Mito fusion act	Eya2 phos inh	A-T KAP1 phos	KCNH2 3.1 block	TRPV1 ag	USP2a inh	hERG WT inh	TCR act	TSHR antagonist
COc1cc(/C=N/NS(=O)(=O)c2ccc3ccccc3c2)ccc1OCc1ccc(C(=O)O)cc1	?	-2%	-7%	5%	0	·	1%	-4	-10%	-15
CCOC(=O)c1cnn(-c2ncnc3sc(CC)cc23)c1N	?	3%	32%	6%	-4	·	5%	-3	-1%	1
CCOC(CNc1ncnc2c1cnn2C)OCC	14%	-2%	-3%	4%	1	-3	3%	4	·	-3
O=C(COc1ccccc1)N(Cc1ccco1)c1ccc(O)cc1	?	-2%	14%	4%	-4	3	2%	-11	0%[46.1 µM]	5
Cc1onc(-c2c(F)cccc2Cl)c1C(=O)Nc1nccs1	?	15%	-1%	-13%	10	-6	1%	i	1%	-15
C/C(=N\NC(=O)c1cc(C)[nH]n1)c1ccc(-c2ccccc2)cc1	?	0%	9%	1%	-13	2	-1%	6	-1%	1
COc1ccccc1CNC(=O)C1CCN(C(=O)N(C)C)CC1	?	-1%	-4%	·	-12	12	-5%	6	-8%	12
O=C(Nc1cccc(S(=O)(=O)C(F)F)c1)c1ccc(S(=O)(=O)N2CCOCC2)cc1	?	-2%	12%	-7%	2	?	2%	-2	1%	-13
O=C(CCc1ccccc1)NNC(=O)COc1ccc(Br)cc1	10%	2%	-4%	-3%	-1	1	-1%	-1	-5%	-12
C/C=C/C(=O)N1CC2(CC(c3cccc(NC(=O)CCCCC)c3)=NO2)C[C@H]1C(N)=O (some centres not stated)	21%	-1%	-3%	-6%	·	-1	5%	·	·	4
CCn1c(SCC(=O)Nc2ccc(NC(C)=O)cc2)nc2c1c(=O)n(C)c(=O)n2C	6%	-1%	-17%	0%	13	1	3%	0	4%	4
O=C(Cn1cc([N+](=O)[O-])cn1)NCc1ccco1	7%	1%	-1%	1%	-2	-1	2%	-4	3%	2
COc1cccc(O)c1CN1CCCC(C(=O)c2cccc(C(F)(F)F)c2)C1 (configuration not stated)	-19%	-7%	-9%	-4%	-12	8	-2%	29	4%	-2
Clc1cc(Cl)cc(CSc2nnc(-c3sccc3-n3cccc3)o2)c1	-6%	0%	-4%	8%	-10	5	3%	-1	0%	-5
Cc1cc(=O)[nH]c(N/N=C/c2ccco2)n1	3%	-2%	12%	-4%	-41	-5	0%	0	-1%	-4
CCOC(=O)Nc1ccc(Oc2ccccc2)cc1	?	6%	7%	8%	-23	?	1%	-1	-2%	0
CCOc1cc(CNC(C)(C)C)ccc1OCC(=O)Nc1cccc(C(F)(F)F)c1	-3%	-18%	-3%	0%	3	0	2%	7	5%	1
CCCN1CCN(CCCNC(=O)c2cc3c(=O)n(C)c4ccccc4c3n2C)CC1	?	1%	1%	3%	5	1	3%	4	9%	6
COCCn1nnnc1C(c1ccccc1)N1CCN(C(=O)c2ccco2)CC1 (configuration not stated)	2%	-17%	2%	-5%	5	3	0%	-1	0%	·
COc1ccccc1N1CCN(C2CCN(C(=O)c3cccs3)CC2)CC1	-2%	-2%	-11%	0%	-10	-1	1%	27	2%[46.1 µM]	-2
CC(O)Cn1ccccc1=N (configuration not stated)	7%	-2%	2%	5%	0	-1	1%	11	-5%	-8
Cc1ccc(NC(=O)C2CC(O)CN2C(=O)Oc2ccccc2)c(C)c1 (configuration not stated)	21%	0%	-6%	-3%	0	0	2%	7	0%	-14
CCOC(=O)Cc1nnc(NC(=O)CSc2nnc3c4ccccc4n(C(C)C)c3n2)s1	?	5%	6%	18%	-8	1	-12%	-7	1%	4
Cc1ccc(CSc2nnc([C@@H]3CCCN3C(=O)OC(C)(C)C)o2)cc1	-15%	0%	-9%	8%	-26	28	1%	0	-2%	-9

Entries listed so far that contain an NH in an aromatic ring:
SMILES	ELG1 repair inh	Mito fusion act	Eya2 phos inh	A-T KAP1 phos	KCNH2 3.1 block	TRPV1 ag	USP2a inh	hERG WT inh	TCR act	TSHR antagonist
C/C(=N\NC(=O)c1cc(C)[nH]n1)c1ccc(-c2ccccc2)cc1	?	0%	9%	1%	-13	2	-1%	6	-1%	1
Cc1cc(=O)[nH]c(N/N=C/c2ccco2)n1	3%	-2%	12%	-4%	-41	-5	0%	0	-1%	-4

New compounds follow.
SMILES	ELG1 repair inh	Mito fusion act	Eya2 phos inh	A-T KAP1 phos	KCNH2 3.1 block	TRPV1 ag	USP2a inh	hERG WT inh	TCR act	TSHR antagonist
CC(C(=O)NCCc1ccc(S(N)(=O)=O)cc1)N1C(=O)CC(C)(C)Sc2ccccc21 (configuration not stated)	-4%	-25%	7%	-4%	-7	0	4%	-3	-6%	7
O=C(c1ccccc1F)N1CCCC(c2ccccc2)C1 (configuration not stated)	-7%	4%	-3%	5%	7	15	0%	1	1%[46.1 µM]	-6
C=CC(COCc1ccccc1)N(CC(=O)OC)S(=O)(=O)c1cc(Br)ccc1OC (configuration not stated)	-2%	·	-38%	-2%	-20	·	-1%	1	1%	2
O=C(NCc1ccc(F)cc1)C1CCCN(c2cnccn2)C1 (configuration not stated)	5%	1%	-11%	-1%	-7	0	3%	-7	-1%	-7
C[C@H](O)Cc1cc2ccccc2c(=O)o1	0%	·	-2%	6%	·	·	0%	·	6%	4
COc1ccccc1C(C)NC(=O)CN(C)CC(=O)Nc1c(C)cccc1C (configuration not stated)	0%	-6%	7%	0%	7	4	2%	4	-7%	10
CCOC(=O)N/N=C\c1ccc(-c2cccc(C(F)(F)F)c2)o1	-11%	4%	-9%	3%	3	9	8%	-5	7%	5
Cc1sc(NC(=O)CN2CCOCC2)c(C#N)c1C	1%	0%	-22%	-2%	-17	6	2%	-1	8%	-10
C=CCNC(=O)c1ccc2c(c1)N(CC)C(=O)c1ccccc1S2	-13%	13%	-23%	13%	0	-1	1%	10	-17%	-8
CC(C)(C)C1CCc2c(sc3ncn(N)c(=N)c23)C1 (configuration not stated)	?	-8%	0%	31%	-3	8	2%	-8	0%	-2
COc1cccc(OC)c1C(=O)NC(=S)Nc1ccc(N2CCOCC2)c(Cl)c1	?	6%	-4%	2%	3	1	1%	3	1%	-6
CNC(=O)c1c(C)nc(SCC(=O)NCc2ccc(OC)cc2)c(C#N)c1-c1ccco1	-3%	0%	8%	1%	-8	-2	2%	6	-2%	-3
C/C(=C\c1ccc(Cl)cc1)C(=O)c1c(C)cc(C)[nH]c1=O	?	7%	-3%	1%	-12	3	1%	-6	5%	-5
C[C@@H](NC(=O)c1nc[nH]c1C(=O)OCc1ccccc1)c1ccccc1	?	-18%	-12%	3%	-12	3	-1%	19	7%	-17
CN(CC(=O)Nc1ccccc1C(F)(F)F)C(=O)CSc1nc(N)cc(N)n1	14%	-2%	0%	1%	11	2	4%	-14	6%	-20
COc1cc(Cn2c(N)c(C#N)c3nc4ccccc4nc32)cc(OC)c1	?	-1%	-22%	7%	14	-3	-5%	5	-5%	-6
CN(Cc1ccco1)C(=O)CCc1nc2sc3c(c2c(=O)[nH]1)CCCC3	11%	-13%	-21%	-5%	-17	2	0%	4	-2%	-6
On1c(-c2ccccc2)nc2ccccc21	21%	10%	3%	0%	24	-1	-1%	4	3%	-2
Cc1cccc(C)c1OCc1nnc(NC(=O)CSc2ccc(Cl)cc2)s1	1%	-6%	5%	-4%	-13	-2	-1%	-4	11%[46.1 µM]	5
O=C(COc1ccc(Br)cc1)Nc1nc(-c2cccnc2)cs1	-1%	-7%	-15%	-3%	2	0	1%	1	-3%	-3
Cc1ccc(-c2cc(C(=O)N3CCOCC3)c3ccccc3n2)cc1	12%	3%	-30%	7%	-1	3	-2%	-4	4%	14
COc1ccc2oc3cc(C)[n+]([O-])c(-c4ccc(C)cc4)c3c2c1	?	?	3%	0%	-3	4	1%	-39	-3%[46.1 µM]	-2
CC(C)(C)n1nnnc1C(c1cccs1)N1CCCC2(CCCCC2)C1 (configuration not stated)	-23%	-4%	-5%	4%	-16	15	1%	17	1%[46.1 µM]	13
COC(=O)C1=C(C)OC(N)=C(C#N)C1c1ccccc1 (configuration not stated)	5%	0%	-23%	5%	2	-3	3%	-39	·	5
